# Screening data deposited in PubChem by several laboratories.
# DAT uptake mod: changed human dopamine transporter uptake under cocaine IC80; B-score at 10 µM; actives 1.3% (n = 110,000); AID 449768; Q01959; LLC-PK1 hDAT cells, [14C]-dopamine uptake with cocaine IC80; actives deviate in either direction;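 active means Z score or B-score, a plate-position-corrected score, falls beyond the plate's 99.7% confidence bounds, in either direction; inactive means both scores lie inside the 99.7% bounds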;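 further: scored against the spread of the other compound wells on the same plate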
# IL1B cytotox: HUVEC cytotoxicity counter-screen, IL-1B stimulated; HUVEC cell count loss, Hoechst imaging; cell count reduction, % at 2 µM; actives 0.41% (n = 94,000); AID 845;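 active means cell count reduction more than 3 SD above the screen-wide mean, cut at about 70% in these data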;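 further: normalized per plate to untreated control cells as the no-loss baseline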
# CYP2C19 activ: increases human CYP2C19 enzyme activity | activation factor at 5 µM | P33261 | 96,000 tested, under 10 active | recombinant CYP2C19, luciferin-H EGE luminescence; active compounds read high; 0 = fully inhibited enzyme, 1 = untreated enzyme;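 active means activation factor of at least 2 at 5 µM in the primary screen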;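 further: 0 = wells with 2.5 mM tranylcypromine and 1 = vehicle-only wells; values of inactives mirror those of a sister screen read the other way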
# Target sequence (P33261 whole entry, looked up): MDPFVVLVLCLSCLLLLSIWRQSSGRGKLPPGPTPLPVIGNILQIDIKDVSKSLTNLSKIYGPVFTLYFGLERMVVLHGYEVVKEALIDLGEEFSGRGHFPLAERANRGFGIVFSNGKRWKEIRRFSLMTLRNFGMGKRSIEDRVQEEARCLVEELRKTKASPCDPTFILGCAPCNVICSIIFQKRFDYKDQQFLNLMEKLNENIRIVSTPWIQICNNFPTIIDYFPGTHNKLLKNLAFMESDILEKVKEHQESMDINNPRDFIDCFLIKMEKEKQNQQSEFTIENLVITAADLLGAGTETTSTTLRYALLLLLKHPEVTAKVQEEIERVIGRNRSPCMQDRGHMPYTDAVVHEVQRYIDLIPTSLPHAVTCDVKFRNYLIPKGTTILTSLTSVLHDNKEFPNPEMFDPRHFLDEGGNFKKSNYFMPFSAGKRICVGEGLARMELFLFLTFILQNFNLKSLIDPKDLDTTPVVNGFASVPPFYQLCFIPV
# CYP2C19 inhib: human CYP2C19 inhibition | CYP2C19 Supersomes, luciferin-H EGE luminescence, 30 min | P33261 | AID 778 | inhibition, % at 5 µM | actives 21% (n = 96,000);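 active means CYP2C19 inhibition above a set limit at 5 µM in the primary screen, cut at about 50% in these data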;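 further: plate controls were negative control wells for no effect and 2.5 mM tranylcypromine positive control for full effect; values of inactives mirror those of a sister screen read the other way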
# CYP2C9 activ: activators of human CYP2C9; actives 1.4% (n = 96,000); activation factor at 5 µM; recombinant CYP2C9, luciferin-H conversion, luminescence; active compounds read high; factor 1 = untreated enzyme, 0 = blocked; P11712;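 active means activation factor of 2 or more for CYP2C9 at a 5 µM dose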;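 further: 0 = sulfaphenazole-blocked wells and 1 = vehicle-only wells; values of inactives mirror those of a sister screen read the other way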
# Target sequence (P11712 whole entry, looked up): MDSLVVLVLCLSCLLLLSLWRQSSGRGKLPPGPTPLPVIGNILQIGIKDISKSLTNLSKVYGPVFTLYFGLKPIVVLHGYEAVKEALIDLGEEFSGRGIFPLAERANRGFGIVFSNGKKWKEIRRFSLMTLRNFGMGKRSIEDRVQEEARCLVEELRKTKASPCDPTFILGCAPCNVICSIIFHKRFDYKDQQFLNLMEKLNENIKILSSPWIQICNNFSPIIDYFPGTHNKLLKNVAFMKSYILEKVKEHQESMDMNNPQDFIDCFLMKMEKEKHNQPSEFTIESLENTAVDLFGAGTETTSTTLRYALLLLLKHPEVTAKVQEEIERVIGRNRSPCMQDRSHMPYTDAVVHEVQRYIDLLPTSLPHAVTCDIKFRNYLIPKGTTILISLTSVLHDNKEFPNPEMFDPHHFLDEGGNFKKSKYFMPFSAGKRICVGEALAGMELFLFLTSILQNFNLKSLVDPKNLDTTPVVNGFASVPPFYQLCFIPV
# VCAM1 TNFa inh: reduces TNF alpha induced VCAM1 expression in HUVEC. HUVEC TNFa-induced VCAM-1 immunofluorescence, high-content imaging. inhibition, % at 2 µM. actives 0.48% (n = 95,000). AID 802;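 active means inhibition above the batch mean plus 3 SD, with images confirmed as a hit by eye, cut at about 37% in these data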;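 further: 0% = TNF-stimulated DMSO wells and 100% = unstimulated control wells; not every result past the cut was called active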
# HUVEC tox TNFa: toxic to HUVEC cells under TNF alpha stimulation. HUVEC TNFalpha-stimulated, Hoechst cell count, imaging. cell count reduction, % at 2 µM. actives 0.17% (n = 93,000);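 active means cell count reduction exceeding the screen mean by over 5 SD, scaled to untreated wells per plate, cut at about 78% in these data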;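 further: cells counted after 24 h of TNF alpha exposure following the 1 h pretreatment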
# CYP2C9 inhib: human CYP2C9 inhibition | CYP2C9 Supersomes, luciferin-H conversion, luminescence | inhibition, % at 5 µM | actives 20% (n = 96,000);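 active means blocking of liver enzyme CYP2C9 beyond about 50% at 5 µM, limit read from the data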; further: values of inactives mirror those of a sister screen read the other way
# Calb biofilm kill: kills Candida albicans biofilms; C. albicans biofilm + clotrimazole, Alamar Blue; inhibition, % at 6 µM; actives 0.14% (n = 85,000); AID 834;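 active means inhibition above 20%; inactive means inhibition below 20%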;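 further: preformed 24 hr biofilms exposed to compound for 48 hr; 0% = biofilm without compound and 100% = blank killed by clotrimazole plus chlorhexidine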
# Starred values were filed as active, the others as inactive; · = not tested or not shown.
SMILES,DAT uptake mod,IL1B cytotox,CYP2C19 activ,CYP2C19 inhib,CYP2C9 activ,VCAM1 TNFa inh,HUVEC tox TNFa,CYP2C9 inhib,Calb biofilm kill
CCOC(=O)c1ccc(NC(=O)COC)cc1,-0.207,-12.2,0.8,22.6,0.8,-2.7,-7.0,15.5,3.5
O=C1NC2(CCCc3ccccc32)C(=O)N1CCOc1ccc(Br)cc1 (stereo unspecified),-2.22,-7.9,1,4.8,0.8,-7.3,-25.0,16.1,·
Cc1nn(-c2ccc(Cl)cc2)c2sc(C(=O)N3CCN(C(=O)c4ccco4)CC3)cc12,·,·,1.1,-13.8,1.1,·,·,-6.8,7.8
Cc1cc(NC(=O)CSc2nnc3c(C)cc4ccccc4n23)no1,0.104,10.6,0.8,18.1,0.7,14.6,-22.1,27.1,2.6
Cc1cc(NC(=O)C2CC(=O)OC2c2ccccc2)no1 (stereo unspecified),0.208,-3.6,0.5,52.5*,0.9,9.2,-36.3,12.2,8.1
CN=C1SC(CC(=O)Nc2ccc(C(C)=O)cc2)C(=O)N1C (stereo unspecified),0.229,-33.9,·,·,·,8.5,12.4,·,-1.9
CCCCNC(=O)Cn1c2c(c(-c3ccccc3Cl)cc1=O)CCC2,1.34,-14.8,0.4,61.0*,0.2,4.9,-15.8,78.5*,9.2
CS(=O)(=O)N(CC(=O)Nc1cccc(Cl)c1Cl)c1ccccc1,0.0694,-15.2,0.7,30.1,0.2,0.2,-8.2,78.3*,·
O=C1C2ON(c3ccccc3)C(c3ccncc3)C2C(=O)N1c1ccc(N2CCOCC2)cc1 (stereo unspecified),-0.4,-29.4,0.7,26.3,0.6,16.6,28.5,44.8,4.7
Cc1cccc(C)c1N1CCN(C(=O)Nc2ccc3c(c2)OCCO3)CC1,0.157,-5.8,0.8,15.9,1,-5.1,-17.7,2.7,·
COc1cccc(N2CCN(Cc3nc4ccccc4c(=O)[nH]3)CC2)c1,2.22*,7.4,0.8,20.9,0.7,-5.9,-9.5,33.8,1.3
O=C(COc1ccc(S(=O)(=O)N2CCCC2)cc1Cl)N1CCN(c2ccccc2)CC1,1.17,-36.2,0.1,88.4*,0.2,-22.3,·,84.8*,0.6
COC(=O)CNc1c(-c2ccccc2)nc2ccc(Br)cn12,1.59,-6.8,0.3,69.4*,0.2,20.9,-4.8,76.8*,·
Cc1ccc(C)c(Cn2c(=O)n(CCCC(=O)NCc3ccco3)c(=O)c3sccc32)c1,-0.777,·,0.8,17.0,0.6,7.0,-8.2,36.7,-3.0
COc1ccccc1NC(=O)COc1ccc(C(=O)OCC(=O)N(C(C)C)C(C)C)cc1OC,-0.0918,7.3,0.4,56.4*,0.6,-24.8,-6.8,37.6,·

# Retrieved one by one from the list above, two records:
SMILES,DAT uptake mod,IL1B cytotox,CYP2C19 activ,CYP2C19 inhib,CYP2C9 activ,VCAM1 TNFa inh,HUVEC tox TNFa,CYP2C9 inhib,Calb biofilm kill
CCOC(=O)c1ccc(NC(=O)COC)cc1,-0.207,-12.2,0.8,22.6,0.8,-2.7,-7.0,15.5,3.5
O=C1NC2(CCCc3ccccc32)C(=O)N1CCOc1ccc(Br)cc1 (stereo unspecified),-2.22,-7.9,1,4.8,0.8,-7.3,-25.0,16.1,·

# The listing picks up with the 5 entries that preceded the break.
SMILES,DAT uptake mod,IL1B cytotox,CYP2C19 activ,CYP2C19 inhib,CYP2C9 activ,VCAM1 TNFa inh,HUVEC tox TNFa,CYP2C9 inhib,Calb biofilm kill
COc1cccc(N2CCN(Cc3nc4ccccc4c(=O)[nH]3)CC2)c1,2.22*,7.4,0.8,20.9,0.7,-5.9,-9.5,33.8,1.3
O=C(COc1ccc(S(=O)(=O)N2CCCC2)cc1Cl)N1CCN(c2ccccc2)CC1,1.17,-36.2,0.1,88.4*,0.2,-22.3,·,84.8*,0.6
COC(=O)CNc1c(-c2ccccc2)nc2ccc(Br)cn12,1.59,-6.8,0.3,69.4*,0.2,20.9,-4.8,76.8*,·
Cc1ccc(C)c(Cn2c(=O)n(CCCC(=O)NCc3ccco3)c(=O)c3sccc32)c1,-0.777,·,0.8,17.0,0.6,7.0,-8.2,36.7,-3.0
COc1ccccc1NC(=O)COc1ccc(C(=O)OCC(=O)N(C(C)C)C(C)C)cc1OC,-0.0918,7.3,0.4,56.4*,0.6,-24.8,-6.8,37.6,·
O=C(COC(=O)Cc1cccs1)Nc1ccccc1F,-0.489,-2.3,0.6,40.5,0.8,0.8,-12.6,19.8,·
CCC(C)(C(=O)NC1CCCCC1)N(C(=O)c1ccccn1)c1ccccc1 (stereo unspecified),-0.05,-0.3,0.6,35.6,0.9,11.9,12.1,9.6,1.7
CN(C(=O)C1CCOC1)c1nnc(C2CCOC2)s1 (stereo unspecified),0.604,-32.6,1,0.9,1.1,7.6,-25.2,-10.7,4.9
O=C(COC(=O)Cn1cnc2ccccc21)NCCc1ccc(Cl)cc1,·,-15.3,0.7,28.4,0.8,8.3,-18.0,19.2,3.5
O=C(CSc1oc(-c2ccccc2)nc1S(=O)(=O)c1ccc(F)cc1)NCC1CCCO1 (stereo unspecified),-0.587,-22.9,·,·,·,12.7,-0.4,·,3.8
COc1ccc(C(F)(F)F)cc1NC(=O)c1nc2nc(C)cc(C(F)F)n2n1,0.964,-1.1,0.9,5.4,1.6,-19.0,-0.4,-64.8,3.4
CCc1cc2c3c(c1)/C(=C1/SC(N)=NC1=O)C(=O)N3C(C)(C)C=C2C,-0.665,10.3,0.9,7.9,0.8,7.6,-9.4,20.5,·
COc1ccc(-c2nn(-c3ccccc3)cc2C(=O)O)cc1OC,0.123,-111.8,1,1.8,1,3.5,-14.1,1.9,1.0
CCC(=O)NC1=C(NC(C)c2ccccc2)C(=O)c2ccccc2C1=O (stereo unspecified),-0.123,5.8,0.7,29.9,0.5,-10.0,0.8,52.2*,·
CCCCOP(=O)(c1ccc(N(C)C)cc1)C(O)c1ccncc1 (stereo unspecified),-0.00334,-4.7,0.2,80.1*,0.3,-16.4,-26.1,73.7*,-3.4
COc1ccc(OC)c(-c2cc(C(=O)Nc3cccc(Cl)c3)no2)c1,0.311,-16.2,1,-4.3,2.2*,-4.8,-11.2,-116.9,4.4
Cc1ccc(-n2nnc3c(=O)n(CC(=O)OCc4ccccc4)cnc32)cc1,0.0634,-30.9,1.3,-25.6,1.1,10.6,-7.0,-6.4,·
CCOC(=O)c1c(C)[nH]c(C(=O)CN2C(=O)NC(C)(c3ccc4ccccc4c3)C2=O)c1C (stereo unspecified),0.543,-1.3,0.7,33.6,0.4,-11.4,1.8,62.3*,-3.1
O=C(CCCn1c(=O)[nH]c2ccsc2c1=O)NCc1cccs1,-1.13,-44.0,0.9,7.4,0.7,2.6,-39.4,27.6,1.9
CCN(CC)CCNc1nc2c(c(=O)[nH]c(=O)n2C)n1CC(O)COc1ccc(Cl)cc1Cl (stereo unspecified),1.07,-3.2,0.6,37.6,0.8,-2.4,-19.7,15.0,2.3
CC1=NC(=O)C(N=Nc2cccc(C(=O)O)c2)N1c1ccccc1 (stereo unspecified),0.38,-25.5,1.1,-5.9,1,-18.7,-11.3,-3.4,0.5
CC1Oc2ccccc2OC1C(=O)Nc1ccccn1 (stereo unspecified),-0.00618,-12.1,·,·,·,26.2,10.6,·,7.9
CCOC(=O)c1c(NC(=O)C2CCCO2)sc2c1CCC2 (stereo unspecified),1.37,-7.3,1,2.2,0.8,-0.1,14.5,24.6,4.2
O=C(CCN1C(=O)c2ccccc2C1=O)NCCC1=CCCCC1,-1.04,-18.5,·,·,·,-0.1,-21.6,·,5.2
Cc1ccc(C(C[N+](=O)[O-])n2nc(C)cc2C)cc1 (stereo unspecified),-1.37,30.7,0.8,22.1,0.9,-1.8,-2.9,7.9,·
CCOC(=O)CS(=O)(=O)c1nc(-c2ccc(F)cc2)cc(C(F)(F)F)n1,0.21,·,1.1,-8.7,1,·,·,-1.4,6.4
Cc1ccc(NCCc2ccc(C)nc2)cc1,-0.0989,-2.4,0,96.3*,0.8,-0.6,-17.7,22.4,3.7
O=C(c1ccccc1Cl)N(C(=O)c1ccccc1Cl)c1nccc(-c2cccs2)n1,-0.0287,-5.8,0.6,35.3,0.2,4.1,0.9,76.8*,·
C=CCNC(=O)C1CCN(c2c([N+](=O)[O-])cc(C(F)(F)F)cc2[N+](=O)[O-])CC1,-0.6,-19.8,0.9,14.3,0.8,17.6,-14.9,21.7,·
Cc1cccc(C(=O)N2CCN(c3ccc([N+](=O)[O-])c(NCc4ccco4)c3)CC2)c1,1.19,-20.1,0.2,78.5*,0.2,-0.3,2.8,78.0*,·
COC(=O)c1ccc(CSc2nc3cc(Cl)ccc3o2)cc1,-0.922,9.5,1.1,-5.7,1.1,-5.9,-8.9,-7.6,0.9
CC(=O)c1c(C(C)=O)c(C)n(C2CCCCC2)c1C,-0.471,-12.7,·,·,·,12.8,-2.3,·,-4.0
CC1(c2ccccc2)NC(=O)N(CCOc2ccccc2)C1=O (stereo unspecified),0.804,·,0.3,65.1*,1,·,·,-1.2,-2.8
COCCNC(=O)c1c(NC(=O)c2nc(SC)ncc2Cl)sc2c1CCCC2,0.251,2.3,1.1,-6.5,1,22.9,-35.7,-1.2,·
Cc1cccn2cc(CCNS(=O)(=O)c3ccc4c(c3)OCCO4)nc12,-1.16,-7.4,0.6,42.3,1.3,7.0,-2.6,-27.4,5.7
Cc1ccc(C2=CSC3=NS(=O)(=O)CCN23)cc1C,-0.0293,-9.3,1,2.5,1.1,22.8,-10.3,-9.4,9.5
O=C(NC1CCCCC1)c1nc2c(nnn2Cc2ccccc2Cl)c(=O)[nH]1,-0.0195,36.0,·,·,·,-2.9,11.1,·,6.8
COc1ccc(-c2nnc3ccc(SCC(=O)NCc4ccco4)nn23)cc1OC,-0.311,12.3,1,2.4,0.7,-2.2,-17.6,26.7,4.1
CC(=O)N=C1SC2CS(=O)(=O)CC2N1c1ccccc1Cl (stereo unspecified),-0.425,-32.1,0.8,18.2,0.9,-1.3,-23.3,13.7,8.2
CC(C)(C)c1[nH]nc2c1C(c1cccnc1)C(C#N)=C(N)O2 (stereo unspecified),-0.281,-6.6,0.8,22.0,0.7,9.7,-25.1,28.6,·
COC(=O)c1ccc(C2C(C#N)=C(C)NC3=C2C(=O)CC(C)(C)C3)cc1 (stereo unspecified),-0.94,-6.5,0.8,24.0,0.6,-7.0,-6.7,35.5,7.6
COc1ccccc1OCCOCCn1cnc2ccccc2c1=O,0.104,-28.1,0.3,66.9*,1.2,17.7,-23.7,-17.6,6.8
O=C(c1ccccc1)N1CCN(C(=O)N2CCOCC2)CC1,-0.838,-1.6,0.7,33.7,1.1,-19.4,-7.8,-7.2,3.1
Cc1ccc(Cl)cc1N(CC(=O)N1CCCCCC1)S(C)(=O)=O,1.02,3.2,0.7,27.0,1,5.5,30.4,-1.9,7.6
Cc1nc(SCn2nnc3ccccc3c2=O)c2c(C)c(C)sc2n1,·,·,0.7,26.3,0.8,·,·,24.9,1.7
COC(=O)Cn1cccc1C(=O)c1ccccc1,-1.53,6.0,1,1.9,1,-8.6,-0.7,4.7,1.6
COc1cc(Cl)cc2c1Sc1ccccc1/C2=C/CCN(C)C,1.06,9.6,·,·,·,-3.7,6.0,·,6.5
Cc1cc(C(=O)COC(=O)C2=NNC(=O)CC2)c(C)n1-c1cccc(C(F)(F)F)c1,-0.342,5.8,0.2,78.4*,0.2,9.8,4.2,81.0*,-0.2
O=C1c2ccccc2C(=O)N1CCc1nc(-c2ccc(Cl)cc2)no1,0.865,13.9,0.8,22.3,0.7,9.9,-18.0,29.4,4.1
